Source: PubChem
FXIIa inh 1536 = human FXIIa protease inhibitors, primary screen, biochemical, 1536-well. purified FXIIa, Boc-QGR-AMC fluorogenic substrate, 2 h. Coagulation factor XII (Homo sapiens), P00748. inhibition, % at 5 µM. hit rate 0.3% among 220,000; in the data active = inhibition above about 40%;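 also: 0% = enzyme with no compound and 100% = blank without enzyme; many of its hits are not listed in these tables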
Target sequence (P00748 20-372 limits assumed): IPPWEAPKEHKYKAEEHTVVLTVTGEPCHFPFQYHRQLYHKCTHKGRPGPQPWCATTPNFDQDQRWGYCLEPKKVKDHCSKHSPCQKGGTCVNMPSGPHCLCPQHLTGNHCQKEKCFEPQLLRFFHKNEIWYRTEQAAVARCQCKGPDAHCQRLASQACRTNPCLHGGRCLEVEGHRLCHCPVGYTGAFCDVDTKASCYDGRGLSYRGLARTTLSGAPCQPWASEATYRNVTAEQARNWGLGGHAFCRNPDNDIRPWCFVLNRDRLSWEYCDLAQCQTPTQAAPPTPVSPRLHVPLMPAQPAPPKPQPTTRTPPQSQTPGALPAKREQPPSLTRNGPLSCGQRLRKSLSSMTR
Target sequence (P00748 373-615 limits assumed): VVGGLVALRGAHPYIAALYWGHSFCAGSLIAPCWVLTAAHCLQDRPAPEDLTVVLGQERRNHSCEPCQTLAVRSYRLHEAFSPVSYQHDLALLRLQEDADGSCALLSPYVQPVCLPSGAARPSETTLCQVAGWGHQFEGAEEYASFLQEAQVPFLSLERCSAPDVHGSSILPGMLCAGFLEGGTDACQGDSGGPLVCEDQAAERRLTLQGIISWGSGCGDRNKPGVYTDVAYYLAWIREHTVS
Wee1 stabilizer = Wee1 degradation inhibitors, primary screen, cell-based, HeLa, Wee1K328M-luciferase, luminescence. Wee1-like protein kinase (Homo sapiens), P30291. hit rate 1.2% among 220,000. AID 1321, 2008. HeLa Luc-Wee1K328M stability; 100% = proteasome inhibitor MG132 effect. reporter increase, % at 5 µM;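 active = activation above the mean of all tested compounds plus 3 SD, set per screening run, cut at about 8.8% in these data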;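 also: cells exposed to compound for 20 h before luminescence read; 0% = DMSO alone and 100% = MG132 at 30 µM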
Runt-CBFb FRET = inhibitors of RUNX1 Runt–CBFb binding, primary screen, biochemical, FRET, Cerulean-Runt, Venus-CBFb, uHTS; Cerulean-Runt/Venus-CBFb FRET ratio 530/480, 1 h; inhibition, % at 20 µM; hit rate 0.46% among 220,000; AID 1496, 2009;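 active = inhibition over about 50% at 20 µM in the single-dose screen, limit read from the data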;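 also: 0% = DMSO wells and 100% = excess unlabeled CBFb competitor control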
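Assay system: Cerulean-Runt domain fusion protein, energy donor; Signal: fluorescence energy transfer, 422 nm excitation, 530/480 nm emission; Timing: 1 h compound exposure, room temperature; Control set: unlabeled CBFb; Medium: Tris buffer pH 7.5 with salts and BSA; Compound: single test concentration of 20 µM, 1% DMSO final; Probe or stimulus: Venus-CBFb 100 nM.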
Hck Nef HTS = inhibitors of Nef-activated human Hck kinase, primary screen, biochemical, Z-Lyte FRET, 384-well, Hck-YEEI; Recombinant Hck-YEEI plus Nef, Z-Lyte FRET kinase assay; inhibition, % at 20 µM; hit rate 0.68% among 220,000; AID 463187, 2010;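 active = Hck-Nef kinase inhibition above about 50%, limit read from the data; inactive = inhibition below that limit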;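 also: 0% = DMSO with Hck plus Nef and 100% = Hck alone without Nef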
Runt-SMMHC FRET = inhibitors of RUNX1 Runt–CBFb-SMMHC binding, primary screen, biochemical, FRET, Cerulean-Runt, Venus-CBFb-SMMHC, uHTS; Cerulean-Runt/Venus-CBFb-SMMHC FRET ratio 530/480, 1 h; inhibition, % at 20 µM; hit rate 0.74% among 220,000;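 active = mean inhibition across duplicate retests at 20 µM reaching about 50%, limit read from the data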;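 also: 0% = DMSO wells and 100% = wells with excess untagged CBFb-SMMHC; inhibitors lower the FRET ratio by blocking Runt binding to CBFb-SMMHC; some results filed as inactive read as strong as hits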
KLK5 inh = human KLK5 protease inhibitors, primary screen, biochemical, 1536-well. Kallikrein-5 (Homo sapiens), Q9Y337. recombinant hK5, fluorogenic AMC substrate cleavage. inhibition, % at 5 µM. hit rate 0.59% among 210,000. AID 873, 2007;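 active = inhibition of 40% or more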;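 also: 0% = enzyme controls without compound and 100% = no-enzyme blanks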
Target sequence (Q9Y337 67-293 limits assumed): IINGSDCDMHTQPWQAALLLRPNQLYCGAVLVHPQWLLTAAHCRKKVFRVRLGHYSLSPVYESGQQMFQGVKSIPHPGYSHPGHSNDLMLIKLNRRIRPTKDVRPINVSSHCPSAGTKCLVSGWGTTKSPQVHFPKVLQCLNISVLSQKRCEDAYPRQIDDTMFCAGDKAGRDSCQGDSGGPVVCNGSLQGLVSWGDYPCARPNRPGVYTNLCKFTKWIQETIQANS
thrombin 1536 = human alpha-thrombin inhibitors, primary screen, counter-screen for coagulation protease inhibitor project, biochemical, 1536-well, fluorogenic AMC substrate. hit rate 0.26% among 220,000. Boc-VPR-AMC fluorogenic substrate cleavage. inhibition, % at 5 µM. AID 1046, 2008;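 active = inhibition at or above 40%; inactive = inhibition below 40%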;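 also: 0% = enzyme with no compound and 100% = wells without enzyme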
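Material: Human alpha-thrombin protein | Buffer or medium: pH 7.5 Tris-saline with Tween 20 | Reagent: Boc-VPR-AMC substrate, 15 µM final | Schedule: Reaction at ambient temperature | Detection: AMC fluorescence at 355 nm excitation and 460 nm emission | Evaluation: Percent inhibition scaled between no-compound controls and no-enzyme blanks | Controls: no-compound enzyme wells and no-enzyme blanks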
FXIa inh 1536 = human FXIa protease inhibitors, primary screen, biochemical, 1536-well; inhibition, % at 5 µM; Coagulation factor XI (Homo sapiens), P03951; purified FXIa, Boc-Glu-Ala-Arg-AMC fluorogenic substrate; AID 798, 2007; hit rate 0.14% among 220,000;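 active = inhibition of at least 40%; inactive = inhibition below 40%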;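 also: fluorescence of freed AMC excited at 355 nm; 0% = enzyme without compound and 100% = no enzyme blank; many of its hits are not listed in these tables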
14-3-3 Bad PPI = inhibitors of 14-3-3 zeta/Bad binding, primary screen, biochemical, TR-FRET, bovine 14-3-3 zeta. 14-3-3 protein zeta/delta (Bos taurus), P63103. TR-FRET 14-3-3zeta/Dy647-pBad peptide displacement, 1 h. inhibition, % at 21.7 µM. hit rate 0.71% among 220,000. AID 781, 2007;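 active = inhibition above about 70%, limit read from the data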;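 also: 0% = full 14-3-3 plus peptide FRET controls and 100% = background without 14-3-3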
* hit, by the source's call; nt = no result given; [ ] = dose if it differs, or a comment.

Structure | 14-3-3 Bad PPI | FXIIa inh 1536 | Runt-CBFb FRET | thrombin 1536 | Runt-SMMHC FRET | KLK5 inh | Hck Nef HTS | Wee1 stabilizer | FXIa inh 1536
CC1(C)NC(=O)N(CC(O)COC2CCCCC2)C1=O (stereo not drawn) | 2 | -4 | -1 | -15 | -2 | -13 | 1 | -2 | -7
CCOC(=O)CCCN1CC(O)=C(c2nc3ccccc3s2)C1=N | 10 | 8 | -1 | -6 | 0 | -1 | -35 | -1 | 7
CN(CCC#N)c1ncnc2scc(-c3ccccc3)c12 | -8[fluorescence artefact?] | 14 | -4 | -11 | -2 | -21 | 1 | 1 | -7
COc1ccccc1/C=C/C(=O)OCC(=O)Nc1ccc(Cl)cn1 | -4 | 4 | 0 | -5 | -1 | 7 | -56 | -1 | 6
COc1ccc(NC(=O)/C(=C\c2cc(OC)c(OC)cc2[N+](=O)[O-])NC(=O)c2ccccc2)cc1 | 0 | 5 | nt | 0 | -3 | -2 | -2 | -3 | 10
CCOC(=O)c1cnc(-n2nc(C)cc2C)nc1NNc1cc(C)nc(-c2ccccc2)n1 | -5[fluorescence artefact?] | 8 | -6 | -3 | -6 | -23 | 7 | -3 | 29
CSc1ccccc1NC(=O)CN(c1ccccc1)S(=O)(=O)N(C)C | -4 | -1 | -2 | -3 | -1 | 7 | 3 | 2 | -18
CC1CCN(c2nc(N3CCCCC3)nc(N3CCCCC3)n2)CC1 | -20 | 8 | -1 | 1 | 0 | -26 | 3 | 0 | 1
Cc1cccc(Cl)c1NC(=S)NN | -5 | 9 | 1 | 3 | -4 | 0 | 16 | 1 | 2
Cc1ccc(-n2nnnc2SCC(=O)N2CCN(C(=O)c3ccco3)CC2)c(C)c1 | -2 | 14 | 1 | 6 | 2 | 3 | 0 | -3 | 2
S=C(NC1CC1)N1CCN(c2ccc(Cl)cc2)CC1 | -5 | 15 | 2 | -1 | 2 | nt | 7 | 0 | 2
Cc1[nH]c2ccccc2c1NC(=O)CN1CCN(c2cccc(C(F)(F)F)c2)CC1 | -23 | -4 | 2 | 5 | -87 | 29 | 1 | 0 | 5
NS(=O)(=O)c1cccc(NC(=O)c2cc(-c3cccs3)nc3ccccc23)c1 | 1 | 3 | 1 | -2 | 0 | 0 | 11 | 1 | 2
Cn1cc(Br)c(C(=O)NNC(=O)c2cccc(Br)c2)n1 | 17[fluorescence artefact?] | 0 | -1 | -1 | -9 | 0 | 0 | 2 | 2
O=C(Nc1ccccc1)N1CCN(c2ccc(C(F)(F)F)cn2)CC1 | 2 | 16 | 1 | -1 | 2 | -2 | 2 | 5 | 4

Among those listed so far, these have four or more nitrogen atoms:
Structure | 14-3-3 Bad PPI | FXIIa inh 1536 | Runt-CBFb FRET | thrombin 1536 | Runt-SMMHC FRET | KLK5 inh | Hck Nef HTS | Wee1 stabilizer | FXIa inh 1536
CN(CCC#N)c1ncnc2scc(-c3ccccc3)c12 | -8[fluorescence artefact?] | 14 | -4 | -11 | -2 | -21 | 1 | 1 | -7
CCOC(=O)c1cnc(-n2nc(C)cc2C)nc1NNc1cc(C)nc(-c2ccccc2)n1 | -5[fluorescence artefact?] | 8 | -6 | -3 | -6 | -23 | 7 | -3 | 29
CC1CCN(c2nc(N3CCCCC3)nc(N3CCCCC3)n2)CC1 | -20 | 8 | -1 | 1 | 0 | -26 | 3 | 0 | 1
Cc1ccc(-n2nnnc2SCC(=O)N2CCN(C(=O)c3ccco3)CC2)c(C)c1 | -2 | 14 | 1 | 6 | 2 | 3 | 0 | -3 | 2
Cc1[nH]c2ccccc2c1NC(=O)CN1CCN(c2cccc(C(F)(F)F)c2)CC1 | -23 | -4 | 2 | 5 | -87 | 29 | 1 | 0 | 5
Cn1cc(Br)c(C(=O)NNC(=O)c2cccc(Br)c2)n1 | 17[fluorescence artefact?] | 0 | -1 | -1 | -9 | 0 | 0 | 2 | 2
O=C(Nc1ccccc1)N1CCN(c2ccc(C(F)(F)F)cn2)CC1 | 2 | 16 | 1 | -1 | 2 | -2 | 2 | 5 | 4

Continuation:
Structure | 14-3-3 Bad PPI | FXIIa inh 1536 | Runt-CBFb FRET | thrombin 1536 | Runt-SMMHC FRET | KLK5 inh | Hck Nef HTS | Wee1 stabilizer | FXIa inh 1536
O=C(COC(=O)CC1c2ccccc2CCN1S(=O)(=O)c1ccccc1)Nc1ccccc1 (stereo not drawn) | -2[fluorescence artefact?] | 22 | 0 | -4 | 0 | -20 | 1 | 0 | 19
COc1ccccc1NC(=O)c1cc2ccccc2nc1C | -5 | 6 | 0 | -6 | 1 | -4 | 21 | -4 | -10
O=C(O)c1cc2nc(C3CC3)cc(C(F)(F)F)n2n1 | 5 | 1 | -3 | -9 | -4 | -30 | 1 | 2 | -7
CNS(=O)(=O)c1cccc(C(=O)OCc2cc(=O)n3cc(Br)ccc3n2)c1 | -17 | 4 | -2 | -9 | -2 | -18 | 0 | 0 | -3
CCOc1ccccc1N1CCN(C(=O)C2c3ccccc3Oc3ccccc32)CC1 | -9 | 17 | -4 | 4 | 2 | 2 | 0 | 0 | 5
CCOC(=O)C(C)Sc1nc(=O)n2ccccc2n1 (stereo not drawn) | 6 | 9 | -2 | 2 | -1 | -8 | 15 | 2 | -2
O=C(c1ccco1)N1CCN(C(=O)c2sccc2-c2ccccc2)CC1 | 9[fluorescence artefact?] | 3 | 0 | 1 | 1 | -29 | 0 | -3 | 2
O=C(O)c1ccccc1NS(=O)(=O)c1ccc2c3c(cccc13)C(=O)N2 | 39 | 14 | 0 | 3 | 2 | -5 | -6 | -2 | 9
COC(=O)c1cccc(N2C(=O)c3ccccc3S2(=O)=O)c1 | 8[fluorescence artefact?] | 2 | -2 | -5 | -5 | 5 | 1 | 0 | -3
CS(=O)(=O)N1CCC(C(=O)N2CCN(c3ccccc3F)CC2)CC1 | -8 | 7 | nt | -8 | -2 | -1 | 19 | -1 | -2
CCc1ccccc1NC(=O)C1CCCN(S(=O)(=O)c2c(C)noc2C)C1 (stereo not drawn) | 9 | 5 | -1 | 2 | 3 | -9 | 2 | -2 | -2
CC(C)OCCCNC(=O)C1CCC(=O)N1C(C)C (stereo not drawn) | -1 | 15 | 0 | 3 | -1 | 7 | -1 | 7 | 5
CCCCOC(=O)c1ccc(NC(=O)C(=O)NCCN(CC)CC)cc1 | -3 | -2 | 1 | -14 | 1 | -6 | 17 | 1 | -6
CCCCCC(=O)N/N=C(\C)c1ccc(NC(=O)c2ccco2)cc1 | 10 | 14 | -1 | -4 | 2 | -11 | 0 | 0 | 0
Cc1cccc(C)c1NC(=S)N/N=C/c1ccc(OCCC(C)C)cc1 | -15 | 8 | 2 | 0 | 7 | -20 | 2 | 1 | -1
COc1cc2nc(SCC(=O)NCc3ccco3)n(Cc3ccc(Cl)cc3)c(=O)c2cc1OC | 34[fluorescence artefact?] | 15 | -1 | 1 | -7 | -13 | 100* | 0 | 6
CCOC(=O)C1=C(C)N=C2SCCC(=O)N2[C@@H]1/C=C/c1ccccc1 | -3 | 12 | -2 | 1 | 2 | -4 | 0 | 0 | -1
CCCCNC(=O)N1CCN(c2ccccc2OCC)CC1 | -5 | 8 | 0 | -10 | -6 | -3 | 23 | -1 | -5
Cc1ccc[n+](-c2[nH]c(=O)sc2/C=N/NC(=O)c2ccccc2[O-])c1 | -5 | 0 | -1 | 17 | 0 | 3 | -1 | 0 | 2
COc1cccc(C(=O)Nc2ccc3c(c2)C(=O)c2ccccc2C3=O)c1 | 53 | 9 | -6 | -2 | -15 | -32 | 11 | 2 | 6
Cc1ccc(S(=O)(=O)C(c2ccccc2)c2c(C)noc2C)cc1 (stereo not drawn) | -9[fluorescence artefact?] | 10 | -2 | -1 | 2 | -14 | 3 | -1 | -1
O=C(CCN1C(=O)C2CCCCC2C1=O)Nc1nc(-c2ccccc2)cs1 (stereo not drawn) | 1 | 10 | 1 | -1 | 2 | -10 | 5 | 1 | 5
O=C(N/N=C\c1ccc(Br)cc1)c1ccc(Cn2cccn2)o1 | -11[fluorescence artefact?] | 10 | -1 | -6 | -1 | -4 | 7 | 4 | 5
CCn1c(=O)n(CC)c2cc(S(N)(=O)=O)ccc21 | -4 | 11 | 0 | -5 | 0 | -27 | 6 | -3 | 6
Cn1c(Oc2ccccc2NCc2cccc(Br)c2)cc(=O)n(C)c1=O | -3 | 3 | -4 | 2 | -5 | -4 | 0 | 1 | 9
COc1cc(C(=O)N/N=C/c2ccccn2)cc(OC)c1OC | -15 | 7 | 2 | 2 | 3 | -4 | 20 | 7 | 1
COc1ccc(C(=O)OCC2CC(c3ccccc3)N(C)O2)cc1 (stereo not drawn) | 11[fluorescence artefact?] | 10 | 0 | -3 | 3 | 3 | 1 | 0 | -2
COc1cccc(C2=CC(c3ccc(N(C)C)cc3)n3nnnc3N2)c1 (stereo not drawn) | -1 | 4 | 2 | -4 | -27 | 1 | 1 | 0 | -2
CN1CCc2c(sc(NC(=O)c3ccc(S(=O)(=O)N4CCc5ccccc54)cc3)c2C(N)=O)C1 | 49 | 3 | 7 | -3 | 14 | 1 | -45 | 3 | 0
COc1ccc(-n2c(=O)c3c4c(sc3n3c(=S)[nH]nc23)CCC4)cc1 | -7 | 6 | 7 | -1 | 14 | 3 | 6 | 0 | 7
CCOC(=O)CN1C(=O)C(C)(C)Oc2ccc(C(=O)Nc3ccccc3OC)cc21 | -2 | 17 | 1 | -1 | -6 | -6 | 2 | -2 | 1
